Screening data deposited in PubChem BioAssay by National Center for Advancing Translational Sciences (NCATS).
NTMT1 inhibitor: Primary qHTS for Inhibitors of N-terminal methyltransferase 1 (NTMT1): MTaseGlo Assay; N-terminal Xaa-Pro-Lys N-methyltransferase 1 (Homo sapiens), Q9BV86; NTMT1 MTase-Glo SAH luminescence, purified enzyme; 59,000 compounds, 2.5% hits; AID 1645870, 2021; Potency, µM (doses to about 114 µM), for inactives: at the highest dose activity change, negative = inhibition, usual class: inhibitors;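 note: potency is the fitted concentration of half-maximal effect; plate controls were DMSO vehicle for no effect and no enzyme for full effect; nearly all actives have a fitted effect of over 65% in size; many of its hits are not listed in these tables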
p53null 39C tox: qHTS Screen for Compounds that Selectively Target Cancer Cells with p53 Mutations: Cytotoxicity of p53 Null Cells at the Nonpermissive Temperature | H1299 p53-null (neo) cells, 39C, ATPlite viability, 24 h | Potency, µM (series often up to 46.1 µM), for inactives: at the highest dose activity, negative = cell killing, hits mostly cytotoxic | 55,000 compounds, 0.97% hits;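 note: potency is the fitted concentration of half-maximal effect; 0% = DMSO only and -100% = full killing by 100 µM tamoxifen; nearly all actives have a fitted effect of over 50% in size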
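ATP-luminescence viability readout (ATPlite, 20 min RT) after 24 hr compound treatment at 39C of H1299-neo or H1299-p53A138V cells; titration up to 46 uM; normalized to DMSO and 100 uM tamoxifen; Hill-fit AC50.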
B2AR arrestin ag: qHTS assay of beta-arrestin-biased ligands of beta2-adrenergic receptor: NCGC Sytravon Library Screen | HTLA Tango cells, beta-arrestin recruitment, luciferase luminescence, 18 h | Potency, µM (titrated, usually from 46.1 µM), inactives show at the highest dose activation, usual class: activators | 44,000 tested, under 10 active;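 note: potency is the fitted concentration of half-maximal effect; 0% = DMSO and full agonism = EC100 isoproterenol or metaproterenol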
Target sequence (P07550 whole entry, looked up): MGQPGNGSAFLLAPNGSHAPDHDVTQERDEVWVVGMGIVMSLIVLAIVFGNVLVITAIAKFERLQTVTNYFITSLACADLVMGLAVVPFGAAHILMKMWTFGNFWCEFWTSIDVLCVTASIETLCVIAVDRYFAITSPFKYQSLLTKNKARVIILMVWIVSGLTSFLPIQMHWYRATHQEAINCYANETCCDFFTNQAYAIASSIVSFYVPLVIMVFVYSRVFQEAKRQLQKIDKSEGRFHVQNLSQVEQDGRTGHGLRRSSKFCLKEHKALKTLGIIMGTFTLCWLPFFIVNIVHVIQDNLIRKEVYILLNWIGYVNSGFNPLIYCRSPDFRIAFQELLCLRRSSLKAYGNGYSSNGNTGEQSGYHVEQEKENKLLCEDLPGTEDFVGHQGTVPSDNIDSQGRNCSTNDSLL
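Luminescence read-out: arrestin recruitment to recombinant beta2-AR releases tTA, inducing luciferase. Cells exposed 18 hr at 37 degrees C to up to 46 microM compound; %Activity from corrected signal, concentration-response curves classified by r2, magnitude and efficacy.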
TSG101-PTAP inh: qHTS Validation Assay for Inhibitors of HIV-1 Budding by Blocking the Interaction of PTAP/TSG101: Sytravon Library Screen; Tumor susceptibility gene 101 protein (Homo sapiens), Q99816; Fluorescence polarization, FITC-PTAP peptide/Tsg101, 20 min; Potency, µM (top dose mostly 115 µM), without a hit: top-dose activity change, negative = inhibition, usual class: inhibitors; 44,000 tested, under 10 active; note: potency is the fitted concentration of half-maximal effect; 0% is about no effect
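Read-out is FITC fluorescence polarization. Compounds were added to Tsg101 binding domain (10 uM final), then FITC-PTAP peptide (50 nM final), 20 min at r.t. Total S+P intensity flags fluorescent compounds.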
p53null 32C kill: qHTS Screen for Compounds that Selectively Target Cancer Cells with p53 Mutations: Cytotoxicity of p53 Null Cells at the Permissive Temperature | H1299-neo p53 null cells, ATP luminescence, 24 h, 32C | Potency, µM (highest dose often 46.1 µM), for inactives: top-dose activity change, negative = cytotoxicity, actives largely listed as cytotoxic | 55,000 compounds, 0.62% hits | AID 903, 2007;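 note: potency is the fitted concentration of half-maximal effect; 0% = DMSO only and -100% = full killing by 100 µM tamoxifen; nearly all actives have a fitted effect of over 55% in size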
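H1299-neo (p53-null) cells, 600/well, were pre-incubated overnight at 37C, then exposed to compounds at up to 46 uM for 24 hr at 32C. Viability was measured as ATP content by luminescence, and AC50 values came from Hill fits.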
FH mod: Identification of activators of human fumarate hydratase by quantitative high-throughput screening; 54,000 compounds, 0.22% hits; FH coupled MDH/diaphorase resazurin fluorescence, 15 min; Potency, µM (highest dose often 79.9 µM), for the others: at the highest dose activity change, negative = inhibition, most hits filed as inhibitors; Fumarate hydratase, mitochondrial (Homo sapiens), P07954; note: potency is the fitted concentration of half-maximal effect; % is set by controls: 0 for no effect and ±100 for the full control effect; the screen sought activators but most active calls are inhibition curves; nearly all actives have a fitted effect of over 45% in size
Target sequence (P07954 whole entry, looked up): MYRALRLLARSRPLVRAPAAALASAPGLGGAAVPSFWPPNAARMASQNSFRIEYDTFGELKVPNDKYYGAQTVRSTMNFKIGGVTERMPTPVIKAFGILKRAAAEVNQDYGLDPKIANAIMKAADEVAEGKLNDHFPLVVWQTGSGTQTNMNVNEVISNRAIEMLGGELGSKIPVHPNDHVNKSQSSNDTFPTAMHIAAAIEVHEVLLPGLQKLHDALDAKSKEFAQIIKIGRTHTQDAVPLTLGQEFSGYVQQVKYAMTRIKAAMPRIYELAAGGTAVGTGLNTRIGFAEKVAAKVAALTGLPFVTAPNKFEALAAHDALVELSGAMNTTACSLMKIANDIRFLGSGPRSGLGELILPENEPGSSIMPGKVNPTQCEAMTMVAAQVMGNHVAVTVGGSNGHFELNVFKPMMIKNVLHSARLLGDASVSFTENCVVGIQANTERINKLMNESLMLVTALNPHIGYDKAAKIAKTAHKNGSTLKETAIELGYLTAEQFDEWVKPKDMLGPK
GALK inhibitor: qHTS Assay for Inhibitors of Human Galactokinase (GALK): NCGC Sytravon Library Screen; 44,000 tested, under 10 active; P51570; recombinant GALK, Kinase-Glo ATP luminescence, 1 h; AID 1347072, 2019; Potency, µM (titrated, usually from 57.5 µM), for inactives: at the top dose activity, negative = inhibition, most hits filed as inhibitors;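 note: plate controls were full GALK reaction for no effect and reaction lacking GALK for full effect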
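Reactions with and without enzyme served as controls. GALK at 5 nM phosphorylates 100 uM galactose using 35 uM ATP (HEPES pH 8.0, Mg2+) for 1 h at RT, with luminescence read 10 min after adding Kinase-Glo Plus.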
Numbers without * were called inactive; u = inconclusive; x = no result given; [ ] = dose if it differs, or a comment. Calls come from the whole dose curve; as a rule, active = well fitted curve in the direction sought with a large enough effect; inconclusive = small, poorly fitted or top-dose-only effect, or another doubt; inactive = no such curve, though single readings can be large; an effect the other way counts as inactive or inconclusive.

SMILES | NTMT1 inhibitor | p53null 39C tox | B2AR arrestin ag | TSG101-PTAP inh | p53null 32C kill | FH mod | GALK inhibitor
COc1cccc(NC(=O)Cn2c(=O)oc3cc(S(=O)(=O)N4CCCCC4)ccc32)c1 | 2% | -11% | 0% | -6% | 2% | -8% | 1%
Cc1ccccc1Nc1c(-c2ccc(N3CCOCC3)cc2)nc2cccc(C)n12 | 0% | u | -2% | 3% | u | -16% | u
Cc1nnc(SCc2cc(=O)c3cc(F)ccc3[nH]2)n1C | 2% | 9% | 0% | -2% | 0% | -6% | -7%
Cc1ccc(NC(=O)C2(C)Cc3ccccc3C(=O)O2)c(C)c1 (stereo unspecified) | -1% | -2% | -3% | -3% | -7% | 2% | 7%
Cc1cccc(OCCn2c(SCC(=O)O)nc3ccccc32)c1 | 10% | 29% | 1% | -5% | 5% | -15% | -5%
O=C1C(c2ccc(F)cc2)N(CCc2ccc(Cl)cc2)C(=O)CN1C1CCCCC1 (stereo unspecified) | x | 6% | -1% | -1% | 0% | x | 0%
CC(=O)Nc1ccc(S(=O)(=O)NC2(C(F)(F)F)C(=O)Nc3c2c(=O)[nH]c(=O)n3-c2cccc(Cl)c2)cc1 (stereo unspecified) | u | x | 1% | -1% | x | -4% | -1%
CCc1nnc(SCC(=O)Nc2cccc(C(F)(F)F)c2)c2cc3oc(C)cc3n12 | 8% | u | 0% | -1% | -3% | -3% | 3%
N#Cc1nc(-c2ccc(COc3ccc(Cl)cc3)o2)oc1N1CCCCC1 | u | -9% | -5% | -1% | -10% | -17% | -12%
CN(C)S(=O)(=O)c1ccc2c(c1)N(CC(=O)Nc1cccc(C(F)(F)F)c1)C(=O)CS2 | -1% | -19% | 0% | -1% | -5% | -2% | 0%
COc1cccc(C(=O)CC2(O)C(=O)Nc3ccc(Cl)cc32)c1 (stereo unspecified) | 4% | -1% | -2% | 0% | 3% | 7% | -15%
Cc1ccc(NC(=O)CCC(=O)N2Cc3ccccc3Oc3ncccc32)cc1Cl | -4% | 60%[activator] | -1% | -4% | 11% | -33% | -2%
COc1ccc(N2CCN(C(CNC(=O)C(=O)NCCCN(C)C)c3cccnc3)CC2)cc1 (stereo unspecified) | -13% | 1% | -1% | 0% | -18% | -1% | u
Cn1c(=O)cc(SCC(=O)NCc2ccc(F)cc2)c2ccc(Cl)cc21 | -2% | 7% | 1% | 0% | 21% | 23% | 8%
O=C(NC1CC(=O)N(c2cccc(F)c2)C1)c1ccc(S(=O)(=O)N2CCCC2)cc1 (stereo unspecified) | 16% | 35%[activator] | -3% | -2% | -9% | 0% | 0%
COc1ccc(NC(=O)c2ccco2)cc1NC(=O)c1cccc(C)c1OC | u | -14% | 1% | -6% | 13% | -11% | 0%
O=C1CCc2cc(S(=O)(=O)NC(C(=O)Nc3ccc(F)cc3)c3ccccc3)ccc2N1 (stereo unspecified) | -1% | -11% | 0% | -5% | -7% | -8% | 9%
Cc1oc2c(c1C(=O)Nc1ccc(Cl)cc1F)C1=NCCN1C=N2 | 11% | -3% | -1% | 1% | 5% | -32% | 0%
CCOC(=O)c1c(-c2ccccc2)oc2ccc(NS(=O)(=O)c3ccc(C)cc3)cc12 | u | u | -2% | -1% | 32%[activator] | u | -1%
Cc1cccc2nc(Cn3c(=O)n(-c4ccc(Cl)cc4)c(=O)c4c5c(sc43)CCC5)cc(=O)n12 | -4% | u | 0% | -4% | 4% | -1% | -14%
CC(=O)Nc1nonc1-c1nnc(SCc2ccc(F)cc2)n1C | 0% | -16% | -4% | -10% | -16% | -24% | 0%
Cn1c(=O)c2c(-c3ccc(Br)cc3)n(CCc3ccccc3)cc2n(C)c1=O | -13% | u | -2% | -1% | -3% | -2% | -1%
COCCNC(=O)CSc1cn(CC(=O)N2CCCCCC2)c2ccccc12 | -4% | 4% | 2% | -1% | -4% | -9% | 1%
COc1ccc(C(=O)Nc2ccc3nc(SCC(=O)N4CCOCC4)sc3c2)cc1 | -11% | 9% | -4% | 2% | -14% | 2% | 0%
CCc1ccc(NC(=O)CC2C(=O)N(c3ccc(C)cc3)C(=O)N2CCc2ccncc2)cc1 (stereo unspecified) | 5% | -6% | 0% | 0% | -3% | -7% | -1%
COc1ccc(-c2cn3nc(N4CCCC(C(=O)NCc5ccccc5Cl)C4)sc3n2)cc1 (stereo unspecified) | 3% | -20% | 1% | 0% | -13% | -3% | 1%
Cc1cc2c(cc3c(SCc4ccc(Cl)cc4)nnc(C)n32)o1 | 17% | u | -1% | -5% | 7% | -19% | u
CCCN(CCC)CCNC(=O)c1cc2c(=O)oc3ccc(C)cc3c2s1 | u | -12% | -2% | 0% | -3% | -12% | 0%
CCOC(=O)c1cnn(-c2ccc(C(=O)Nc3ccc(OC(F)(F)F)cc3)cc2)c1N | -1% | -14% | -3% | -2% | -6% | -8% | -2%
COC(=O)c1ccc2oc(=O)c(S(=O)(=O)c3ccc(C)cc3)cc2c1 | -2% | 10% | -2% | -10% | -3% | -13% | -2%
CCOC(=O)c1cccc(NC(=O)CCNS(=O)(=O)c2cccc3nonc23)c1 | 10% | 0% | -2% | -7% | -1% | 3% | -5%
Cn1c(=O)oc2cc(S(=O)(=O)NC(Cc3ccccc3)C(=O)NCc3ccccc3Cl)ccc21 (stereo unspecified) | 3% | -11% | -2% | -8% | -3% | -7% | 0%
COc1ccc(Br)cc1CNC(=O)c1ccc2c(c1)nc1n2CCCCC1 | 6% | -4% | 0% | -7% | 0% | 3% | 1%
CCOc1cc(Br)cc(C2NC(=O)c3c(sc4c3CCN(C)C4)N2)c1O (stereo unspecified) | x | 5% | 0% | -11% | -9% | x | -2%
O=C(NCCCN1CCN(c2ccc(F)cc2)CC1)Nc1ccc(Cl)cc1 | -7% | u | 1% | -4% | -2% | -7% | 2%
COc1ccc(-c2cc(C(=O)OCC(=O)c3cccc(OC)c3)c3cccc(Cl)c3n2)cc1 | 1% | -10% | 1% | -2% | 2% | 3% | 1%
Cc1ccnc(NC(c2cc(C)ccc2O)c2ccc3cccnc3c2O)c1 (stereo unspecified) | 13% | u | -2% | -10% | u | 10% | 1%
CCOc1ccc(Nc2cc(C)nc3nc(Cc4ccc(Cl)cc4)nn23)cc1 | -2% | u | -2% | -2% | -7% | 1% | 0%
CCCCNc1ccc(-c2nc(-c3ccncc3)no2)cc1[N+](=O)[O-] | 4% | 35%[activator] | -2% | 2% | -3% | 0% | u
Cc1cccc(CNC(=O)C2CCN(c3nn4cc(-c5ccc(F)cc5)nc4s3)CC2)c1 | 9% | -3% | 0% | 0% | -5% | 5% | 3%

3 successive entries from above, for reference:
SMILES | NTMT1 inhibitor | p53null 39C tox | B2AR arrestin ag | TSG101-PTAP inh | p53null 32C kill | FH mod | GALK inhibitor
CCOc1ccc(Nc2cc(C)nc3nc(Cc4ccc(Cl)cc4)nn23)cc1 | -2% | u | -2% | -2% | -7% | 1% | 0%
CCCCNc1ccc(-c2nc(-c3ccncc3)no2)cc1[N+](=O)[O-] | 4% | 35%[activator] | -2% | 2% | -3% | 0% | u
Cc1cccc(CNC(=O)C2CCN(c3nn4cc(-c5ccc(F)cc5)nc4s3)CC2)c1 | 9% | -3% | 0% | 0% | -5% | 5% | 3%

Following part
SMILES | NTMT1 inhibitor | p53null 39C tox | B2AR arrestin ag | TSG101-PTAP inh | p53null 32C kill | FH mod | GALK inhibitor
Cc1ccc(CNC(=O)c2ccc(CN3CC(=O)N4CCCCC4C3=O)cc2)cc1 (stereo unspecified) | 14% | -13% | 0% | 1% | 4% | 1% | 3%
CC(=O)Nc1cccc(NC(=O)Cn2cnc3c(oc4ccccc43)c2=O)c1 | 3% | -19% | 2% | -2% | 3% | -15% | 3%
CCN(CCN(C)C)C(=O)C1CCN(S(=O)(=O)c2c(C)noc2/C=C/c2ccccc2F)CC1 | -25% | u | -1% | 1% | 10% | -6% | 0%
Cc1ccc(NC(=O)c2oc3ccc(S(=O)(=O)N(C)C4CCCCC4)cc3c2C)cc1Cl | 0% | -3% | -1% | 0% | -6% | -9% | 2%
NC(=O)c1cc(S(=O)(=O)N2CCCCC2)cs1 | -3% | 2% | 1% | -16% | 1% | -7% | -5%
CC1N=C2c3ccccc3N=C(SCC(=O)NCCc3ccc(Cl)cc3)N2C1=O (stereo unspecified) | -19% | -7% | -1% | -2% | 6% | -3% | 0%
Cc1ccc(CNC(=O)c2nn(C)c3c2CS(=O)(=O)c2ccccc2-3)cc1 | 9% | -6% | -1% | 0% | 0% | -1% | u
Cc1ccc(CNS(=O)(=O)c2ccc3c(c2)CC(C)N3C(=O)C2CCC2)cc1 (stereo unspecified) | -4% | -14% | 0% | 1% | -14% | -21% | 0%
Cc1cc(=O)n2nc(N3CCC(C(=O)Nc4ccc(Br)cc4F)CC3)sc2n1 | 9% | -14% | -3% | -3% | 7% | -3% | -10%
O=C(CSc1nc2ccccc2nc1Cc1ccc(Cl)cc1)N1CCCc2ccccc21 | -4% | 12% | 0% | 1% | -6% | -26% | 0%
Cn1ncc2nc(SCC(=O)Nc3ccc(Br)cc3F)n(Cc3ccccc3)c(=O)c21 | 9% | -6% | -1% | 2% | -7% | 2% | -1%
Cc1nc2ccn(Cc3ccco3)c(=O)c2cc1C(=O)NCc1ccc(Cl)cc1 | x | -20% | 0% | 2% | -2% | x | 1%
COc1cc(C(=O)Nc2ccc(NC(=O)c3ccc(Br)cc3)cc2)cc(OC)c1OC | 6% | -4% | -1% | 2% | 6% | 2% | -19%
CCOc1ccc(S(=O)(=O)Nc2ccc3c(c2)N(C(C)=O)CCC3)cc1 | 3% | 10% | 0% | -6% | -9% | -11% | -1%
Cc1oc(-c2ccc(C(=O)NCc3ccccc3F)cc2)nc1COc1ccccc1 | -3% | 4% | -1% | 0% | 11% | 0% | 0%
CC(C)Oc1cccc(C(=O)Nc2ccc3oc(-c4cccc(Cl)c4)nc3c2)c1 | 5% | -14% | 0% | -1% | -2% | -8% | -20%
Cc1ccc(-c2c3c(=O)n(C)c(=O)n(C)c3c3n2-c2ccccc2NC3c2ccc(C)cc2O)cc1 (stereo unspecified) | x | 26% | -3% | 2% | 9% | x | 0%
Cc1c(Cl)cccc1NC(=O)CN1C(=O)COc2ccc(S(=O)(=O)Nc3ccccc3)cc21 | 5% | -3% | -1% | 0% | 6% | -3% | -1%

Only part of the results is shown, so the mix of outcomes need not match the whole.
